KDM5B inh: KDM5B demethylase inhibition. KDM5B demethylase, FDH-coupled NADH fluorescence (FDH is formaldehyde dehydrogenase). Potency, µM (titrated, usually from 57.7 µM), for inactives: at the top dose activity change, negative = inhibition, actives largely listed as inhibitors. Q9UGL1. AID 1347165. hit rate 2.6% among 220,000; active means well fitted inhibition curve with a large enough effect; inconclusive means small, poorly fitted or top-dose-only effect; inactive means no such curve, though single readings can be large or run the other way; further: 0% is about no effect; nearly all actives have a fitted effect of over 70% in size
Target sequence (Q9UGL1 whole entry, looked up): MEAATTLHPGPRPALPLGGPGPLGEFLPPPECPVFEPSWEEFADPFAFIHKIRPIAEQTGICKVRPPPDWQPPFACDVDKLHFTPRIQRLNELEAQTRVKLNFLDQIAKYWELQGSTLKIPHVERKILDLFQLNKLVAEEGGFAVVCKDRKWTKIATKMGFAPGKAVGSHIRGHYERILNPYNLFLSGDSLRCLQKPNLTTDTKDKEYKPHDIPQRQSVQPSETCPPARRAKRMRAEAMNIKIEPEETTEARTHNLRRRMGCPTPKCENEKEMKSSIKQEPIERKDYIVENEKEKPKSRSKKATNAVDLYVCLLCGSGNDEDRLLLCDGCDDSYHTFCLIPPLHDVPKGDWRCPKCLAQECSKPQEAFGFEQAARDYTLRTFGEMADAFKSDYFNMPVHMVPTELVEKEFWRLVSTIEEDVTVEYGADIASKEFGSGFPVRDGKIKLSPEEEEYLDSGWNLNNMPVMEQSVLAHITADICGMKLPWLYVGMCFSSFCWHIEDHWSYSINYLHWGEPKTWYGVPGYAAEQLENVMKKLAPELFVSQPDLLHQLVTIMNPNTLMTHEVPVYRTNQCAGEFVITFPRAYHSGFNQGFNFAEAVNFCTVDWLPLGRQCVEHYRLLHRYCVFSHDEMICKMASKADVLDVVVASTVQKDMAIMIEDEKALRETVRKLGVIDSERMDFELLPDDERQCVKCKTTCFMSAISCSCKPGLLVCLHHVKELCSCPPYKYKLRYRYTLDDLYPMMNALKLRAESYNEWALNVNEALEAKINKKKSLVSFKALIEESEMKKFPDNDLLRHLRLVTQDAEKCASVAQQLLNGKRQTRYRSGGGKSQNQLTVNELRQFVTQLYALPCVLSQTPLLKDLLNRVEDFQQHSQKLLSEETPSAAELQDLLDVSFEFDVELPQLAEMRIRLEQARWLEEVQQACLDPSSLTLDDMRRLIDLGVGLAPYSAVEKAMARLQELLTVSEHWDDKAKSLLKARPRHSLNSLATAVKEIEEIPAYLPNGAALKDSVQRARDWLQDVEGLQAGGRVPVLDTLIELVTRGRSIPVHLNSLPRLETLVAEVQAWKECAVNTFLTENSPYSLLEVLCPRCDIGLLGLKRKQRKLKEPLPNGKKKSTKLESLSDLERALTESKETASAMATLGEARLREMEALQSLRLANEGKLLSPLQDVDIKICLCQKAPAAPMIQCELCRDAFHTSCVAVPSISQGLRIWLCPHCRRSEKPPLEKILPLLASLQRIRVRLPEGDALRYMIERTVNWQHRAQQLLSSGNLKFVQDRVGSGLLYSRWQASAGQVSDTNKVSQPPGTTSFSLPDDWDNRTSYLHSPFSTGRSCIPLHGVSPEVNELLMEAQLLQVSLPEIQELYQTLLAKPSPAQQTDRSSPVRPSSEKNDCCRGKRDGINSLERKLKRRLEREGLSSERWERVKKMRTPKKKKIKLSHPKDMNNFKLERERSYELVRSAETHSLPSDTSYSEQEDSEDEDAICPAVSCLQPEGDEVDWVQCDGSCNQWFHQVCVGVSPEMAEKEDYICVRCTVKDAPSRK
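Coupled FDH/NAD⁺ fluorescence readout. KDM5BΔAP 200 nM final; compound titration, 10 min RT preincubation; substrate mix 12.5 µM H3K4me3, 25 µM 2-OG, 50 µM Fe(II), 100 µM ascorbate, 0.25 mM NAD⁺, 0.25 U/mL FDH; ΔRFU over 30 min.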
* = called active by the depositor; ? = inconclusive; & = joins results of further samples; [ ] = remark or other dose. Potency means the concentration at half of the fitted maximal effect. A portion of the library; rates above refer to the full screens.

no.	molecule	KDM5B inh
1	CC(=O)Nc1ccccc1-c1c(C)nn2c1N(Cc1ccccc1)CCC2	15.3%[86.2 µM]
2	O=C(c1cc(-c2ccncc2)nc2ccccc12)N1CCN(C(=O)C2CC2)CC1	-1.3%
3	CC(C)CNC(=O)CSc1nnc(COc2ccc(Cl)cc2)n1C	17.3%
4	O=C1CO[C@H]2CCN(Cc3ccccc3O)CC[C@@H]2N1c1ccccc1	-0.2%[86.2 µM]
5	CNC(=O)NC(=O)CN(C)Cc1ccccc1C(F)(F)F	-14.9%
6	Clc1ccc(-c2nnc(N3CCOCC3)o2)cc1	?
7	COc1ccc(NC(=O)c2cc3c(N4CCSCC4)nc(C)cn3n2)c(OC)c1	?
8	COc1ccc(CNC(=O)C[C@@H]2CCNC[C@@H]2Cc2cc(CC3CCCCC3)on2)cc1	-8.7%
9	Cc1cc(C)cc(NC(=O)Cn2c(=O)c3ccccc3n3nncc23)c1	-27.8%
10	CCS(=O)(=O)N(C1CC1)C1CCOC2(CCN(C(=O)Cc3cccc(F)c3)CC2)C1 (stereo unspecified)	-4.9%
11	CC(=O)NC(CO)C(=O)N1CCc2c(nc(-c3cccnc3)nc2N(C)C)C1 (stereo unspecified)	?
12	Cc1cc2oc(=O)cc(C)c2c2occ(-c3ccc(Cl)cc3)c12	-3.3%
13	CCOC(=O)C1CCN(S(=O)(=O)c2cc(Br)cc3c2N(C(=O)CC)CC3)CC1	-14.1%
14	CN(C)C[C@H]1O[C@H](Cc2cc(CN3CCOCC3)on2)CC[C@@H]1O	-10.7%[86.2 µM]
15	CC(OC(=O)c1ccc(NS(=O)(=O)c2ccc3[nH]c(=O)[nH]c3c2)cc1)C(=O)Nc1cccc(Cl)c1Cl (stereo unspecified)	21.6%
16	COCCOC1CCOC2(CCN(C(=O)Cc3ccccc3F)CC2)C1 (stereo unspecified)	-28.3%
17	O=C(C1CCC1)N1CCC2(CC1)CC(N(Cc1ccccc1)C1CC1)CCO2 (stereo unspecified)	-2.2%
18	O=C(NCCc1ccccc1)c1ccc(N2CC3CC(C2)[C@H]2CCCC(=O)N2C3)nc1 (stereo partly specified)	-27.5%
19	O=S(=O)(N[C@H]1CO[C@H]2[C@@H]1OC[C@@H]2n1cc(-c2ccccn2)nn1)c1cccc2cccnc12	14.0%
20	Cc1cc(Cl)ccc1NC(=O)c1ncoc1-c1ccco1	-0.5%
21	CC(C)NC(=O)CNC(=O)C(=O)Nc1cccc2[nH]ccc12	15.5%
22	COc1ccc2nc(SCC(=O)N3N=C(c4cccs4)CC3c3ccco3)[nH]c2c1 (stereo unspecified)	?
23	c1ccc(CN2CCN(c3nccc(-c4ccncc4)n3)CC2)nc1	-10.1%
24	COc1ccc(C(=O)NNC(=O)CC2Sc3ccc(Cl)cc3NC2=O)cc1OC (stereo unspecified)	30.5%
25	Cc1ccc(C(=O)O)cc1F	23.3%
26	CC(C)c1noc(-c2cn(C3CCN(C(=O)c4ccc(Cl)cc4)C3)nn2)n1 (stereo unspecified)	-16.6%
27	CCOC(=O)c1ccc(NC(=O)CC2C(=O)N(c3ccccc3)C(=O)N2C2CCCCC2)cc1 (stereo unspecified)	-25.9%
28	CC(NC(=O)Cc1csc2nc(-c3ccccc3)cn12)c1ccc(Cl)cc1 (stereo unspecified)	-10.7%
29	COc1ccc(Br)cc1CNC(=O)CCSCc1ccc(C)cc1	?
30	O=C(CCn1nnc2ccccc21)OCC(=O)c1ccc(Cl)c(Cl)c1	17.1%
31	COc1ccccc1C(=O)NC1CCN(c2cc(-c3cccs3)[nH]n2)C1 (stereo unspecified)	15.8µM*
32	CCOP(=O)(OCC)c1nc(-c2cccs2)oc1NCc1ccc(F)cc1	308.1%[activator]
33	COc1ccc2c(c1)CCCN2S(=O)(=O)c1cc(C)ccc1C	2.0%
34	O=C(Nc1ccc(S(=O)(=O)N(Cc2ccccc2)c2ccccc2)cc1)c1ccc([N+](=O)[O-])cc1	1.2%[11.5 µM]
35	COc1cc(C=O)c(-c2ccccc2)cc1OC	7.1%
36	Cn1cnc2ccc(-c3cccc(O)c3)nc2c1=O	3.5%[115 µM]
37	O=C(O)CCCCCCCCCc1cccs1	-6.3%
38	O=C(Nc1nc(-c2c[nH]c3ccccc23)cs1)C1CCC1	?
39	Cn1c(=O)c2c(O)c(C=NCc3ccccc3)c(=O)n(C)c2n(C)c1=O	-1.6%
40	O=C1CSC(=Nc2ccc(Cl)cc2)N1Cc1ccco1	-11.3%
41	COc1cc(C(=O)Nc2nc(C)c(C(=O)N(C)C)s2)cc(OC)c1OC	7.7%
42	CCCNC(=O)CCn1c(=S)oc2ccccc21	27.1%
43	CNS(=O)(=O)c1cc(NS(=O)(=O)c2c(F)cc(F)cc2Br)ccc1C	16.7%
44	COc1ccc2nc(NC(=O)c3ccc(S(=O)(=O)N4CCC(C)CC4)cc3)sc2c1	-19.4%
45	Cc1c(C(=O)NN)nn(-c2ccc(F)cc2)c(=O)c1C#N	-20.2%
46	CN(CC1CCOCC1)C(=O)CC1C(=O)NCCN1Cc1ccc(F)c(F)c1 (stereo unspecified)	?
47	O=c1c2ccccc2c(-c2nnc(SCC3CCCO3)o2)nn1Cc1ccccc1 (stereo unspecified)	3.8%
48	CC(O)CNc1nc2c(c(=O)n(Cc3ccc(Cl)cc3)c(=O)n2C)n1C (stereo unspecified)	-27.5%
49	CCNC(=O)NC(=O)COC(=O)c1cc(-c2cccs2)nc2ccccc12	?
50	CN(Cc1ccc(F)cc1)Cc1ccccc1C(F)(F)F	-12.6%&18.7%[86.2 µM]
51	Cc1cccc(OCCc2noc(C3CCN(C(=O)c4cc(C)nn4C)C3)n2)c1 (stereo unspecified)	-4.9%
52	COc1ccc(-c2noc([C@@H]3CCCN3C(=O)c3ccc(C#N)cc3)n2)cc1OC	-6.6%
53	O=C1/C(=C\c2cccc(Cl)c2)Cc2ccccc21	17.0%
54	CN(C)C(=O)c1ccn2nccc2c1	31.6µM*
55	O=C(/C=C/c1ccc(Br)cc1)N(C1CCCCC1)C1CCCCC1	-3.3%
56	O=C(NCc1ccccc1)c1ccc(CS(=O)(=O)c2c(Cl)cccc2Cl)o1	-15.2%
57	Cc1ccc(/C=C2\SC(=S)N(CCCC(=O)N3CCOCC3)C2=O)cc1	-6.8%
58	O=C(Cn1cnc2ccsc2c1=O)N(Cc1cccs1)c1ccc2c(c1)OCCO2	5.4%
59	CCN(CC)C(=O)Cn1ccn2nc(-c3ccccc3)c(CO)c2c1=O	-7.7%
60	O=C1CCN(S(=O)(=O)c2ccccc2)CCCN(C(=O)COc2ccccc2)CCN1	-24.8%

(more compounds)
no.	molecule	KDM5B inh
61	O=C(c1cccs1)N(Cc1ccc2[nH]ccc2c1)C1CC1	8.5%
62	Cn1c(SCC(=O)NCc2cccs2)nnc1-c1ccc2c(c1)OCCCO2	10.8%
63	CN[C@@H](C)C(=O)N1CC[C@H](NC(=O)c2ccncc2)C[C@H]1C(=O)N[C@@H](Cc1ccc(OC)cc1)C(N)=O	26.1%
64	Cc1oc(-c2ccccc2)nc1CC(=O)Nc1cc(Cl)c(N)c(Cl)c1	-4.5%
65	COc1ccc(N(Cc2cccs2)C(=O)c2ccc(Br)o2)cc1	0.5%
66	CC(C)CN1C(=O)c2ccccc2C(C(=O)Nc2nccs2)C12CCCC2 (stereo unspecified)	-13.6%
67	CN(Cc1ccccc1)c1nnc(NC(=O)Nc2cccc(Br)c2)s1	2.1%
68	COc1ccc(-c2[nH]nc3ncc(C(=O)N(C)c4cccnc4)nc23)c(C)c1	-1.6%[86.2 µM]
69	COc1ccc(C2Oc3c(C(C)(C)C)cc(C(C)=O)c4c(OC(C)=O)c(C(C)(C)C)cc2c34)cc1OC (stereo unspecified)	10.4%
70	CN(C)c1ccc(NC(=O)Cn2cccc2-c2nc(-c3ccc4c(c3)OCO4)no2)cc1	19.2%
71	CC(=O)N1Cc2ccccc2CC2(CCN(CC3CCCC3)C2)C1 (stereo unspecified)	-5.9%[149 µM]
72	Cc1nc(/C=C/C(=O)NCc2ccccn2)cs1	6.7%
73	CN1CCOc2nc(-c3cccc(OC(F)(F)F)c3)ncc2C1=O	9.5%[86.2 µM]
74	Cc1ccc(Cl)cc1NC(=O)Cn1cnc2c1c(=O)n(C)c(=O)n2C	0.4%
75	Cc1cc(C)c2nc(N(Cc3cccnc3)C(=O)CCS(=O)(=O)c3ccccc3)sc2c1	-9.1%&-5.5%
76	CCc1cccc(CC)c1NC(=O)c1ccc2c(c1)CCC2	4.8%
77	COCC(=O)N1CCCC(c2noc(COc3ccccc3F)n2)C1 (stereo unspecified)	-31.5%
78	Cc1ccccc1-c1nn2c(COc3ccc(F)cc3)nnc2s1	1.9%
79	CC1(COc2ccccc2)COc2ccc(C(=O)NCc3ccncc3)cc2N1 (stereo unspecified)	?
80	COC(=O)c1ccc(Cl)cc1NC(=O)N1CC=C(c2c[nH]c3ccccc23)CC1	?
81	Cc1ccccc1-n1c2nc(=O)n(C)c(=O)c-2cc2ccccc21	?
82	O=C(NCC1CC1)c1nc2sccn2c1Br	7.6%[86.2 µM]
83	O=C(NCc1ccccc1)N1CCC2(CC1)CC(N(C(=O)c1ccccc1)C1CC1)CCO2 (stereo unspecified)	18.2%
84	O=C(NCc1ccccc1F)c1ccc(-c2ccc(N3CCSCC3)nc2)cc1	17.8µM*
85	Cc1cc(SC(C)C(=O)Nc2sccc2C(N)=O)nc2ccccc12 (stereo unspecified)	-6.7%
86	CCc1ccc2nc(NC(=O)c3ccc(N4C(=O)CCC4=O)cc3)sc2c1	200.4%[activator]
87	O=C(Nc1ccccc1F)C1CC2CCC1C2 (stereo unspecified)	15.4%
88	O=C(c1cc(-c2ccc3c(c2)OCO3)nc2ccccc12)N1CCN(Cc2ccc3c(c2)OCO3)CC1	?
89	CCOc1cc2nc(-c3ccc(OC)c(OC)c3)nc(N3CCC(C)CC3)c2cc1OC	-12.3%
90	COc1ccc2oc(C)c(C(=O)OC(C)C)c2c1	3.2%
91	Nc1nc(C(=O)N[C@H]2CCOC[C@H]2C2CCOCC2)cs1	0.8%
92	O=C1CC(N2CCC(c3nc4ccccc4o3)CC2)C(=O)N1c1cccc(Cl)c1 (stereo unspecified)	8.9%
93	Cc1cc2c(NC3CC(c4nnc(CN(C)C)n4C)C3)ncnc2s1 (stereo unspecified)	6.4%
94	COC(=O)c1scc(-c2ccc(C)cc2)c1S(=O)(=O)N1CCN(c2ccc(C(C)=O)cc2)CC1	?
95	CC(C)CN(CC(C)C)CC(O)Cn1cc(/C=C/C(=O)c2ccccc2)c2ccccc21 (stereo unspecified)	?
96	Fc1ccc2nc([C@H]3CCN(C4CCC4)C3)[nH]c2c1	?
97	CSc1nnc(CCCCCCCCc2nnc(SC)o2)o1	9.9%
98	COc1ccc(C2=NOC(Cn3cnc4c3c(=O)n(C)c(=O)n4C)C2)cc1 (stereo unspecified)	19.0%
99	COc1ccc(C(=O)N2CCCC3(CC(C)=NO3)C2)cc1 (stereo unspecified)	32.2%[activator][149 µM]
100	c1cncc(-c2nc(CC3CCCNC3)no2)c1 (stereo unspecified)	?
101	Cc1ccc(C)c(Cn2nc(-c3cc(C)ccc3C)ccc2=O)c1	-25.3%
102	CN(CC(=O)NC(=O)NCc1ccccc1)Cc1ccc(Cl)cc1Cl	-13.1%
103	CN(C)CCNC(=O)c1nc2c3c4c(sc3ncn2n1)CCCC4	?
104	Cn1c(=O)c2ccnn2c2ccc(C(=O)NCCN3CCC(N4CCCCC4)CC3)cc21	28.2µM*
105	O=C(CC1N=C2c3ccccc3N=C(SCC(=O)Nc3ccccc3F)N2C1=O)NCc1ccc2c(c1)OCO2 (stereo unspecified)	0.8%
106	CC1(C)CC(CCNc2ncncn2)(c2ccccc2)CCO1 (stereo unspecified)	28.8%
107	CC(C)NC(=O)c1ccc2c(c1)N(C(=O)c1ccc(F)cc1)CC2	-23.4%
108	COc1cccc(-c2cn3c(n2)N(C(=O)c2ccco2)CCC3)c1	?
109	CCc1ccc(CN(Cc2ccco2)C(=O)c2ccc(C)cc2)cc1	-28.0%
110	CCc1noc(-c2cn(C3CCN(C(=O)Cc4ccc(F)cc4)CC3)nn2)n1	-9.8%
111	CCOC(=O)C1=C(c2ccccc2)NC(=S)NC1c1ccc(C)cc1 (stereo unspecified)	?
112	Cc1cccc(CN2CCCC(O)(CNCc3cccc(C)n3)C2=O)c1 (stereo unspecified)	8.2%
113	CCc1cccc(NC(=O)Cn2c(N3CCOCC3)nc(COC)cc2=O)c1	-10.3%
114	Cc1ccc(N2C(=O)C(CC(=O)Nc3ccccc3)N(CCC3=CCCCC3)C2=O)cc1 (stereo unspecified)	?
115	CCc1ccc(OCC(=O)Nc2c(C)ccc3nsnc23)cc1	?
116	CCN(CC)c1ccc(NC(=O)C2CCN(S(=O)(=O)c3cnc[nH]3)CC2)c(C)c1	?
117	CCCCCCCCS(=O)(=O)CCCCCCC(=O)O	25.3%

Five entries drawn at random from the list so far, as already listed:
no.	molecule	KDM5B inh
92	O=C1CC(N2CCC(c3nc4ccccc4o3)CC2)C(=O)N1c1cccc(Cl)c1 (stereo unspecified)	8.9%
103	CN(C)CCNC(=O)c1nc2c3c4c(sc3ncn2n1)CCCC4	?
117	CCCCCCCCS(=O)(=O)CCCCCCC(=O)O	25.3%
101	Cc1ccc(C)c(Cn2nc(-c3cc(C)ccc3C)ccc2=O)c1	-25.3%
116	CCN(CC)c1ccc(NC(=O)C2CCN(S(=O)(=O)c3cnc[nH]3)CC2)c(C)c1	?
